iPSC survival up: enhancers of single-cell hiPSC survival, primary screen, ATPlite luminescence | hit rate 0.044% among 360,000 | 100% = ROCK inhibitor wells, 0% = DMSO | AID 602274, 2012 | survival enhancement, % at 20 µM; in the data active = survival enhancement above about 18%;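 note: cells exposed to compounds for 16 hours before the ATP read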
Granule exo inh: LAMP-1 surface exposure blockers, TALL-104 cells – cell-based, flow cytometry, MLPCN library, primary screen. TALL-104 LAMP-1 surface exposure; cells stimulated with thapsigargin and PMA. inhibition, % at 10 µM. hit rate 0.66% among 360,000. AID 651702, 2012;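 active = inhibition above about 55%, limit read from the data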
Peg3 prom inh: Peg3 promoter-driven luciferase inhibitors, primary screen, cell-based, HeLa, luciferase luminescence. hit rate 1.7% among 360,000. HeLa PEG-Prom luciferase reporter, overnight. inhibition, % at 20 µM. AID 588405, 2011;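 active = inhibition of at least 50% at 20 µM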
PDI inh: inhibitors of human PDI, primary screen, biochemical, turbidity, single point, plate reader | hit rate 0.052% among 350,000 | AID 588391, 2011 | PDI insulin aggregation turbidity, A650, 90 min | Protein disulfide-isomerase (Homo sapiens), P07237 | inhibition, % at 10 µM;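 active = mean inhibition across replicates of 30% or more, whatever share of single replicates reach that level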;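 note: absorbance from insulin aggregation driven by PDI reduction with DTT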
Target sequence (P07237 whole entry, looked up): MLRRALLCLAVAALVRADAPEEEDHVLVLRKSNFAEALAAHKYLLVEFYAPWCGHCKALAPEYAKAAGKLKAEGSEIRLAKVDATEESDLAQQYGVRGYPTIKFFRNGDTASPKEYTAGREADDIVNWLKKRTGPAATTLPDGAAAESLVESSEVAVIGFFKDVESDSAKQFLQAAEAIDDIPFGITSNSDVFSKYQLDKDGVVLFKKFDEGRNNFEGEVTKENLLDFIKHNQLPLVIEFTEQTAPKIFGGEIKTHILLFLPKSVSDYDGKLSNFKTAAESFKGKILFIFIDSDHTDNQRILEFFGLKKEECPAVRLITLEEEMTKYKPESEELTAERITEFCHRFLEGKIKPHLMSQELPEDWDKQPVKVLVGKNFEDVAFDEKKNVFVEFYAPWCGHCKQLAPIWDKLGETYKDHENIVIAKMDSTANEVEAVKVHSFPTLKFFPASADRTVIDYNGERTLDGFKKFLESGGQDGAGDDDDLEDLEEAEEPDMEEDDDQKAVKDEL
MITF TRPM1 inh: inhibitors of MITF-dependent TRPM1 promoter reporter, primary screen, cell-based, SK-MEL-5, single point, luciferase | hit rate 0.83% among 330,000 | inhibition, % at 12.5 µM | SK-MEL-5 TRPM1 promoter luciferase, 24 h;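 active = mean inhibition across replicates of 60% or more, whatever share of single replicates reaches that level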; note: values of inactives mirror those of a sister screen read the other way
NR2E3 ag-1: NR2E3 agonists in two-hybrid cells, primary screen, cell-based, luminescence, CHO-S, Gal4-NCOR/VP16-NR2E3; Photoreceptor-specific nuclear receptor (Homo sapiens), Q9Y5X4; luciferase; inhibition of corepressor binding, % at 3.98 µM; hit rate 0.35% among 360,000; AID 602229, 2012;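 active = inhibition above the mean of all tested compounds plus 3 SD, cut at about 70% in these data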;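 note: 0% = DMSO with NR2E3 transfected cells and 100% = cells lacking NR2E3 construct; higher means lower luciferase signal from less NR2E3 corepressor binding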
Target sequence (Q9Y5X4 whole entry, looked up, the tested form may be a part): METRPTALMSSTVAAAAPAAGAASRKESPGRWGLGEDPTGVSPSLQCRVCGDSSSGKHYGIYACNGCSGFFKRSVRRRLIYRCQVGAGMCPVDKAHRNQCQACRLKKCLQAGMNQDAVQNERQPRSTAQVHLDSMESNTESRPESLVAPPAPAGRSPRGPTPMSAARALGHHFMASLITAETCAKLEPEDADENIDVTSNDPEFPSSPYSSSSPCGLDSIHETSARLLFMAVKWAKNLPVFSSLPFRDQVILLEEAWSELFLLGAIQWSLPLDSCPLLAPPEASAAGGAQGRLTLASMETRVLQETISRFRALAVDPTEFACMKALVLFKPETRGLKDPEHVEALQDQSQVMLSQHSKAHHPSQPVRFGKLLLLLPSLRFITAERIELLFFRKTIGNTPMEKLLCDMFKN
HIF-2a block: HIF-2a reporter inhibitors, primary screen, luminescence, 786-0 RCC cells; AID 624352, 2012; hit rate 0.72% among 360,000; 786-0 RCC cells HIF-2a reporter, luciferase luminescence, overnight; inhibition, % at 18.8 µM;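 active = inhibition of the luminescence signal of 40% or more relative to plate controls, in a single-dose primary screen at 18.75 µM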
Vif imaging: HIV Vif self-association inhibitors, primary screen, imaging, HEK293T, single point; hit rate 0.35% among 340,000; AID 602346, 2012; HEK293T cells, Vif self-association by quenched fluorescence, 24 h; inhibition, % at 7.49 µM; in the data active = inhibition above about 50%, passing the limit was not always enough; note: some results filed as inactive read as strong as hits
aDG glyco act: activators of alpha-DG glycosylation, primary screen, uHTS, Pro5-aDG cells, AlphaScreen | alpha-DG glycosylation AlphaScreen (IIH6); 0% Pro5, 100% B10-LARGE cell signal | activation, % at 10 µM | hit rate 0.22% among 360,000 | AID 624168, 2012;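 active = activation of at least 8% versus controls, or a plate z-score of at least 8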;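 note: Pro5 are CHO cells carrying HIG-tagged alpha-DG that lacks glycosylation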
CaV13 FRET inh: Primary screen for inhibitors of IQ motif and Ca2+-dependent inactivation inhibitor domain binding in CACNA1D, Förster resonance energy transfer in living cells, … | HEK cells, CFP/YFP FRET ICDI-IQ, plate reader, 10 min; percent FRET-ratio fall versus neutral wells | hit rate 0.098% among 340,000 | inhibition, % at 12.3 µM | AID 743397;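 active = mean replicate inhibition of at least 30% and at least 1% of replicates passing that level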;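 note: 0% = median of the neutral control wells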
NR2E3 ag-2: inhibitors of NR2E3-RetCOR corepressor binding, primary screen, NR2E3 agonist project, biochemical, TR-FRET, GST-NR2E3, biotin-RetCOR | AID 2300, 2010 | 1536-well | inhibition of corepressor binding, % at 4.78 µM | hit rate 0.12% among 320,000;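 active = percent inhibition above the cutoff of mean plus 3 SD of all tested compounds, set per screening campaign, cut at about 20% in these data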;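 note: 0% = DMSO wells and 100% = biotin wells as full block of FRET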
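Material: NR2E3–RetCOR corepressor complex | Quantity: 1.35 nM GST-tagged NR2E3 final | Schedule: 5 h at 4 °C | Replication: Singlicate compound wells | Reagent: RetCOR corepressor, biotinylated, 7 nM | Controls: Biotin wells as high control, 0.6% DMSO wells as low control | Signal: TR-FRET, Eu(K)-anti-GST donor, streptavidin-D2 acceptor, ex 340, em 617/671 nm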
Numbers without * were called inactive; · = no result given.

SMILES	iPSC survival up	Granule exo inh	Peg3 prom inh	PDI inh	MITF TRPM1 inh	NR2E3 ag-1	HIF-2a block	Vif imaging	aDG glyco act	CaV13 FRET inh	NR2E3 ag-2
CC(C)=CCC/C(C)=C/CNC(=O)C[C@H]1C[C@H](C(=O)N2CCOCC2)[C@@]2(CCC3CCCC3)c3[nH]c4cc(-c5ccco5)ccc4c3CCN2C1=O	-0.2	-1	18	9	20	1	11	·	0.6	-5	·
CCc1ccc2c(c1)C(c1ccc([N+](=O)[O-])cc1)=NNC(c1ccc(F)cc1)=N2	-4.1	3	-48	1	-38	-55	-105	-2	-0.2	-4	1
COc1ccc(OCC(O)CNC(=O)c2ccc(OC)cc2)cc1 (configuration not stated)	-1.0	1	5	13	-18	-9	-1	-12	-0.5	5	2
CCn1c(N)c(C(=O)NCc2cccnc2)sc1=S	1.9	-1	8	6	1	15	4	-1	0.1	-6	3
Cc1ccc(/C(N)=N/OC(=O)c2cccs2)cc1	0.2	-6	-239	2	-15	-142	-217	16	0.0	-3	6
CS(=O)(=O)N1CCN(c2ccc(NC(=O)c3cc4ccccc4o3)cc2)CC1	-0.9	-2	-37	0	-33	-36	-79	-1	0.0	-8	2
COc1ccc(C(O)c2nccn2Cc2ccccc2)cc1 (configuration not stated)	4.4	2	-36	-5	-14	-33	-28	1	0.2	-7	-1
CCC(NC(=O)CCCc1ccccc1)c1ccccc1 (configuration not stated)	-0.2	-4	-6	4	-5	-12	20	-2	0.2	-6	1
S=c1[nH]nc(-c2ccco2)n1/N=C/C(Cl)=C/c1ccccc1	-0.4	4	-255	-2	-60	7	-326	6	0.3	-3	1
CCOC(=O)[C@@H]1[C@H]2COc3ccccc3[C@H]2N2C(=O)N(c3ccc(F)cc3)C(=O)[C@]12C	-1.3	-3	13	-3	1	1	9	-25	0.1	-5	3
COc1cc(NC(=O)c2cccc3c2C(=O)N(Cc2cccnc2)C3)cc(OC)c1OC	-1.1	-3	10	·	7	-25	-5	·	2.8	23	4
C=CCNC(=S)Nc1ccc(Br)cc1F	-0.9	5	-51	3	-13	-25	-39	0	1.3	11	-5
CC1CCC2(CC1)NC(=O)N(CC(=O)N1CCN(S(=O)(=O)c3ccc4c(c3)CCC4)CC1)C2=O (configuration not stated)	-0.3	-3	18	3	3	14	8	-6	0.0	-1	2
COc1cccc(-c2ccc(SCC(=O)N3CCN(c4ccccc4)CC3)nn2)c1	-0.6	-2	32	-3	-13	-14	-14	-5	-0.2	-9	-2
Cc1cc(C(=O)C(=O)NC(C)C)c(C)n1-c1ccc([N+](=O)[O-])cc1	-3.9	3	-2	-1	2	-16	-5	-1	-0.2	-8	3
Cc1ccc(S(=O)(=O)N(CC(=O)N(C(C)C)C(C)C)C(=O)N2CCN(C)CC2)cc1	0.3	-6	-7	0	1	-16	11	-7	0.0	-4	-2
CCCNC(=O)COC(=O)c1ccc(N2CCCC2)c([N+](=O)[O-])c1	-1.3	-1	1	7	4	1	11	7	-0.5	-6	1
COc1ccc(C(C(=O)NC2CCCCC2)N(C(=O)c2sc(C)nc2C)c2ccccc2C)cc1 (configuration not stated)	-1.2	2	26	0	2	-15	25	10	0.0	·	-2
Cc1ccc(NC(=O)NCCN2CCN(c3ccccc3)CC2)cc1Cl	-0.4	7	16	-4	11	11	2	·	-0.2	-6	-1
CCN1C(=O)/C(=C\c2cccs2)C(C(=O)OC)=C1C	0.0	0	12	-7	-1	-7	4	0	-0.1	-1	-2
CC(=O)c1ccc(OCc2c(-c3ccccc3)nnn2CC(=O)NS(=O)(=O)c2ccccc2C)cc1	0.8	9	0	-2	·	-20	1	15	-0.2	-4	·
Cc1ccc(C(=O)OCC(=O)NC(=O)NCc2ccccc2)cc1C	-0.4	-5	-17	1	2	-5	4	-6	0.6	-5	6
O=C(CCNS(=O)(=O)c1cccc(C(F)(F)F)c1)NC1CC1	-1.7	-9	-1	-1	4	9	8	-2	-0.3	-6	4
Cc1ccc(CS(=O)(=O)c2ncn[nH]2)cc1	2.3	0	-4	1	-3	-2	11	-12	0.6	-4	3

Reformatted with bars between the fields: part of the list above.
smiles | iPSC survival up | Granule exo inh | Peg3 prom inh | PDI inh | MITF TRPM1 inh | NR2E3 ag-1 | HIF-2a block | Vif imaging | aDG glyco act | CaV13 FRET inh | NR2E3 ag-2
CC(C)=CCC/C(C)=C/CNC(=O)C[C@H]1C[C@H](C(=O)N2CCOCC2)[C@@]2(CCC3CCCC3)c3[nH]c4cc(-c5ccco5)ccc4c3CCN2C1=O | -0.2 | -1 | 18 | 9 | 20 | 1 | 11 | · | 0.6 | -5 | ·
COc1cc(NC(=O)c2cccc3c2C(=O)N(Cc2cccnc2)C3)cc(OC)c1OC | -1.1 | -3 | 10 | · | 7 | -25 | -5 | · | 2.8 | 23 | 4

Next structures.
SMILES	iPSC survival up	Granule exo inh	Peg3 prom inh	PDI inh	MITF TRPM1 inh	NR2E3 ag-1	HIF-2a block	Vif imaging	aDG glyco act	CaV13 FRET inh	NR2E3 ag-2
CCOC(=O)c1ccc(NC(=O)c2ccc3c(c2)OCO3)cc1	-2.3	-2	-163	2	-47	-24	-157	·	0.5	-4	1
CCc1ccc(-n2c(=O)c3c(C)c(C(=O)N(C)C)sc3n(CC(=O)NCC3CCCO3)c2=O)cc1 (configuration not stated)	-0.6	-1	9	12	1	3	4	1	-0.1	-1	6
CN(C)c1ccc(C(=O)OCc2cc(=O)n3ccsc3n2)cc1	3.8	-4	-91	4	-50	-18	-121	1	-0.2	-5	·
Cc1ccccc1OCCn1c(C)nc2ccccc21	-0.3	-2	1	16	15	22	10	-1	0.9	-10	1
COc1ccccc1NC(=O)NCC(=O)Nc1c(C)cccc1C	0.0	0	2	3	-22	-9	15	-1	0.0	0	-3
CCCC(=O)n1nc(-c2ccco2)nc1SCc1ccccc1	-1.0	0	-126	·	-45	-75	-188	2	-0.1	·	0
COC(=O)C(=Nc1ccccc1)/C(C(=O)C(=O)N(C)c1ccccc1)=C(\O)c1ccccc1	0.0	-3	11	-4	-3	-48	-2	0	0.0	1	0
Cc1noc(C)c1S(=O)(=O)N1CCN(c2ccc([N+](=O)[O-])cc2)CC1	-0.1	1	6	-5	-8	-20	3	-8	0.0	-3	1
COC(=O)c1ccc(N=Cc2c(C(F)(F)F)[nH][nH]c2=O)cc1	0.8	0	-2	0	-28	-23	14	0	0.0	-4	1
CCOC(=O)C1CCN(C(=O)C2CCCN2S(=O)(=O)c2ccc(Cl)cc2)CC1 (configuration not stated)	-0.4	-1	14	-6	7	6	16	1	-0.2	-6	1
CCOC(=O)C1CCCN(C(=O)CCc2ccccc2)C1 (configuration not stated)	1.0	-2	8	1	-5	-14	6	7	-0.1	-5	0
O=C(CSc1nnc(-c2ccco2)n1-c1ccccc1)NCc1ccc2c(c1)OCO2	-1.9	-1	11	-2	-3	-21	22	11	0.1	-7	-1
O=C(Cc1ccccc1)N1O[C@H]2C=C[C@@H]1CC2	3.4	-3	-13	-2	-11	9	-10	-1	-0.2	-5	·
Cc1ccccc1OCCSc1nc(N(C)C)nc(N(C)C)n1	1.0	-2	14	16	-12	-10	-7	1	0.0	9	2
O=C1CNCc2[nH]c3ccccc3c2N1c1ccccc1	-0.8	-3	-5	-7	6	-33	-18	23	-0.1	-4	-4
Cn1cc(Cl)c(-c2n[nH]c(=S)n2C2CCCCC2)n1	-1.7	0	2	0	10	-31	11	3	-0.2	-4	4
CCOC(=O)c1sc(NC(=O)CN2C(=O)c3cccc4cccc(c34)C2=O)nc1C	-1.6	1	-11	-1	5	-24	-12	2	-0.2	-8	-2
Cc1cc(C)cc(NC(=O)c2cccc(NC3=NC4CS(=O)(=O)CC4S3)c2)c1 (configuration not stated)	12	-2	7	·	·	-12	10	1	0.8	-7	0
CC[C@]12c3[nH]c4ccccc4c3CCN1C(=O)C(CC(=O)NC/C=C(\C)CCC=C(C)C)C[C@@H]2C(=O)N1CCN(C(=O)C2CC2)CC1 (some centres not stated)	1.7	4	11	2	18	-7	11	·	0.1	-3	·
Cc1cccnc1NC(=O)CSc1nnc(COc2ccc(C(C)C)cc2)n1C	5.6	-5	-32	0	-5	-28	-25	8	-0.1	-6	1
CS(=O)(=O)N(CC(=O)N1CCCC1)c1cccc(F)c1	-0.6	-9	2	-4	-10	-11	9	0	0.2	-7	-1
Cc1ccc(NC(=O)C2CCCN(c3ncccn3)C2)c(C)c1 (configuration not stated)	0.0	-12	-103	7	-50	-55	-135	-1	0.0	-2	-3
COc1ccccc1/C=C/C=N/n1c(COc2ccccc2)n[nH]c1=S	-1.6	-2	-10	-2	11	-18	-15	1	-0.1	-5	2
CC(C)C(=O)Nc1ccc(C(=O)NNC(=O)C(c2ccccc2)c2ccccc2)cc1	-3.5	1	23	-9	0	16	14	4	-0.1	-10	-3
O=C(O)CSCc1c(F)cccc1Cl	0.5	-1	1	-6	-3	-13	1	1	-0.1	-5	-2
COC(=O)[C@H](Cc1ccc(O)cc1)NC(=O)Cn1cnc(C(=O)Nc2ccc(C)c(C)c2)n1	-0.1	-3	-32	-3	-15	-41	-42	·	-0.2	-4	·
COc1ccc(CCN2CCCn3c2nc2c3c(=O)n(Cc3ccccc3F)c(=O)n2C)cc1OC	-3.5	-3	14	-10	-12	0	9	1	-0.1	-4	-3
CCc1cc2c(-n3nc(C)cc3C)ncnc2s1	5.4	-1	-7	-3	9	-9	5	-2	-0.1	-8	0
CCc1ccc(C(=O)NNC(=O)c2cccc(N3C(=O)CCC3=O)c2)cc1	-0.6	1	10	5	9	-15	10	-10	-0.1	-13	1
COc1ccc(CCNC(=O)C2CCN(S(=O)(=O)c3ccc4nc5c(c(C(=O)O)c4c3)CCCC5)CC2)cc1OC	0.8	-1	10	9	-8	-5	5	-3	-0.2	-6	1
O=C(NC(=S)Nc1cccc(NC(=O)c2ccccc2Cl)c1)c1cccs1	1.0	8	-28	-3	-23	2	-81	-8	-0.5	-2	-1
O=C(Cc1ccc(-c2ccccc2)cc1)NCc1cccnc1	1.1	4	-8	2	23	-34	-20	2	-0.3	-4	8
COc1ccc(NC(=O)COc2ccc(N(C)S(=O)(=O)c3ccc(Cl)cc3)cc2)cc1	0.4	2	5	3	7	-5	8	0	0.2	-19	4
O=C(COc1ccc(Cl)cc1Cl)NNC(=S)NC(=O)c1ccco1	-0.7	-2	23	-6	8	-19	4	14	-0.1	-2	0
C[C@H]1CN([C@@H](C)CO)C(=O)CCCn2cc(nn2)CO[C@@H]1CN(C)C(=O)Nc1ccc(N2CCCCC2)cc1	-3.1	-6	9	-10	·	1	-19	·	-0.2	-5	·
CC(C)(C)OC(=O)NCCCCCNC(=O)c1ncn2c1c(=O)[nH]c1ccccc12	-1.0	-9	-14	-6	·	-4	-18	-2	0.0	-8	·

Compound activity: PubChem, several laboratories
